Bioassay records from PubChem BioAssay.
VLA-4 inh: inhibition in a human VLA-4 binding assay | 0.2% of 330,000 active | P13612 | inhibition, % (about 7 µM as worked out from the volumes in the protocol) | VLA-4 expressing cells, ligand binding flow cytometry; in the data active means inhibition above about 50%
Fh CTSL1 inh: counter-screen for PFM18AAP inhibitors: inhibitors of F. hepatica cathepsin L1. recombinant F. hepatica cathepsin L1, Z-Leu-Arg-MCA fluorescence. inhibition, % at 5.96 µM. 0.49% of 300,000 active;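 active means inhibition above the mean of all tested compounds plus 3 SD, set per screening campaign, cut at about 17% in these data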;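 further: 0% = plate median of test compound wells and 100% = 1 µM Z-Phe-Ala-diazomethylketone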
proCasp3 act: procaspase-3 (human) activation; P42574; recombinant procaspase-3 D3A, Ac-DEVD-pNA absorbance 405 nm; activation, % at 8.5 µM; 0.11% of 330,000 active;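 active means activation above the mean of all tested compounds plus 3 SD, cut at about 21% in these data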;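 further: 0% = DMSO alone and 100% = DMSO wells spiked with extra 5 µM PC-3 D3A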
Target sequence (P42574 whole entry D9A/D28A/D175A): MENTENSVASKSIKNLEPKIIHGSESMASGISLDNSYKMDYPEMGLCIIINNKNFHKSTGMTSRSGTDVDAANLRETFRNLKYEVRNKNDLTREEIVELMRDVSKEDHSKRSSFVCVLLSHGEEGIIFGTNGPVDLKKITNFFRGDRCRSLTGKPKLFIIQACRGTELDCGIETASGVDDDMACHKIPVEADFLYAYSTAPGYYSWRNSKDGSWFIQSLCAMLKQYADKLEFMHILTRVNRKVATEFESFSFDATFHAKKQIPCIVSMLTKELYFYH
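assay system = Procaspase-3 D3A mutant | signal = absorbance at 405 nm, 0 and 120 min | times = 1 h preincubation plus 2 h reaction at 25 °C | repeats = single replicate | read-out = % activation between DMSO and enzyme-spiked controls | medium = Zinc-free HEPES saline buffer with Triton X-100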
GRK2 inh: inhibitors of human GRK2 displacing RNA aptamer; P25098; bead flow cytometry, FAM-aptamer displacement from GRK2; inhibition of aptamer binding, % at 10 µM; 0.59% of 330,000 active;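 active means inhibition of aptamer binding above 40%, roughly 3 SD of noise, on plates passing a quality check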;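 further: median bead fluorescence of bound FAM aptamer so fluorescent compounds give negative values; no value below 0 was filed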
proCasp7 act: counter-screen for procaspase-3 activators: activators of human procaspase-7. recombinant procaspase-7, Ac-DEVD-pNA absorbance 405 nm; D23A/D198A/D206A triple mutant, cannot self-cleave; scale: DMSO 0, 5 µM enzyme 100. activation, % at 8.5 µM. 0.093% of 330,000 active;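 active means percent activation above the screen-wide mean plus 3 SD, cut at about 25% in these data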
Target sequence (P55210 whole entry D23A/D198A/D206A): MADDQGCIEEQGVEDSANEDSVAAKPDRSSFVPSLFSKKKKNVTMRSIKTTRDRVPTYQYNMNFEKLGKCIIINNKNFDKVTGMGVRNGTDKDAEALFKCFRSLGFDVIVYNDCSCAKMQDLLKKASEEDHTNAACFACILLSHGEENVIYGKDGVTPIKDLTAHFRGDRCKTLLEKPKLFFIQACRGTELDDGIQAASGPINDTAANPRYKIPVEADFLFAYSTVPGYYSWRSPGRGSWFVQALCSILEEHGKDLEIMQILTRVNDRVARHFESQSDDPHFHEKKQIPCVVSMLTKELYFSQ
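Assay system: Uncleavable procaspase-7 mutant enzyme / Input: 2 µM procaspase-7 mutant as dispensed / Dosing: single nominal 8.5 µM compound dose, 0.8% DMSO final / Timing: 1 h enzyme–compound preincubation and 2 h substrate reaction, both 25 °C / Detection: p-Nitroaniline absorbance at 405 nm, read at 0 and 120 min / Replication: singlicate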
core dimer inh: blocks dimerization of HCV core protein; TR-FRET GST/Flag-core106 dimerization, 1536-well; inhibition, % at 5 µM; 0.33% of 300,000 active; AID 1899;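 active means inhibition above the mean of all tested compounds plus 3 SD, set per screening campaign, cut at about 45% in these data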
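Assay system: tagged HCV core106 pair (GST and Flag); medium: KF-containing HEPES buffer, pH 7.45, DTT, CHAPS, BSA; also added: Eu donor and XL665 acceptor anti-tag antibodies; dosing: 5 µM single dose; timing: compound-protein-antibody incubation 4 h at 22.5 °C; signal: TR-FRET 671 and 617 nm emission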
PP5 primary: inhibitors of human protein phosphatase 5 (PP5); P53041; purified PP5c, OMFP substrate fluorescence; inhibition, % at 6.7 µM; 0.18% of 320,000 active; AID 1987;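 active means inhibition above the campaign's mean inhibition across all tested compounds plus 3 SD, cut at about 9.5% in these data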;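 further: 0% = DMSO only and 100% = 100 µM cantharidin control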
PP1 counter: blocks human PP1-alpha phosphatase, a PP5 counter-screen; P62136; inhibition, % at 6.7 µM; purified PP1alpha, OMFP fluorescence; 0.9% of 320,000 active;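 active means inhibition above the mean inhibition of all tested compounds plus 3 SD, computed separately for each screening campaign, cut at about 15% in these data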
Target sequence (P62136 whole entry, looked up): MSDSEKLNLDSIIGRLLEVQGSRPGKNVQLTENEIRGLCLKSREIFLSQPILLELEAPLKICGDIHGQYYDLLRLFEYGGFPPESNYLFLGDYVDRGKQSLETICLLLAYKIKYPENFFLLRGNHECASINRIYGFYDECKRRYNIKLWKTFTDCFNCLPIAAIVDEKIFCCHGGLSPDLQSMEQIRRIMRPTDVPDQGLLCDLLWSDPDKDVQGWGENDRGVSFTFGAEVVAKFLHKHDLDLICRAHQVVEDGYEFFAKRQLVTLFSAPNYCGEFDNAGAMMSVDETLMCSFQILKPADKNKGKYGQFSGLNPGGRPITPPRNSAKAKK
JMJD2C inh: inhibitors of human GASC-1 (JMJD2C) demethylase. Q9H3R0. GST-JMJD2C(1-420) H3K9me3 demethylation, DELFIA europium. inhibition, % at 2.35 µM. 0.069% of 330,000 active. AID 2099;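 active means more than half of a compound's replicate wells show inhibition beyond 50%, single wells judged on their own value; inconclusive means some, but no more than half, of replicates pass 50% inhibition; inactive means no replicate passes 50% inhibition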;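 further: signal counts dimethyl H3K9 product captured on neutravidin plate; 0% = median of DMSO wells and 100% = 0.3 times that DMSO median; strong numbers were not always called active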
Starred values were filed as active, the others as inactive; ? = inconclusive; nt = not tested or not shown.

#1 CC(O)CNc1nc(NCc2ccccc2)c2cnn(C)c2n1 (stereo not given)
#2 CC(C)=CCC/C(C)=C/CC/C(C)=N/O
#3 O=C(COc1ccc(S(=O)(=O)N2CCOCC2)cc1Cl)NCCN1CCOCC1
#4 COc1ccc(N2C(=O)CC2(/C=C/c2ccccc2OC)C(=O)NC2CCCC2)cc1 (stereo not given)
#5 COc1ccc(-c2nc3n(n2)C(c2ccncc2)C(C(N)=O)=C(C)N3)cc1 (stereo not given)
#6 Cc1cc(NC(=O)COC(=O)Cn2c(C)csc2=O)ccc1Br
#7 O=C(O)c1ccc(S(=O)(=O)c2ccc3c(c2)C(=O)N(NC(=O)c2ccccc2)C3=O)cc1
#8 Cc1cc(C(=O)O)c(=O)[nH]c1C

assay / entry	1	2	3	4	5	6	7	8
VLA-4 inh	-3.4	-17.9	-4.0	8.4	-5.5	0.8	-0.2	-1.4
Fh CTSL1 inh	-0.2	1.7	0.5	0.1	-0.5	-0.3	-0.2	-2.6
proCasp3 act	-4.3	13.6	2.9	-5.1	7.0	-0.1	3.0	0.7
GRK2 inh	1.0	8.0	0.0	0.0	0.0	1.0	4.0	3.0
proCasp7 act	8.5	8.5	8.0	-1.0	1.4	3.0	-7.0	5.2
core dimer inh	-1.1	-2.0	-4.2	5.3	-5.7	-3.0	6.4	6.8
PP5 primary	4.2	-1.7	2.5	1.2	-0.7	4.4	-0.2	2.8
PP1 counter	0.6	-0.8	0.6	1.7	-3.7	-3.2	-0.9	0.6
JMJD2C inh	-1.5	3.0	-6.3	-5.9	9.1	-3.3	-2.8	nt

#9 O=C(O)c1nc(-c2ccccc2)n(-c2cccc(C(F)(F)F)c2)n1
#10 Cc1csc(SCC(=O)O)n1
#11 COc1ccc(C(=O)N2CCCC(Nc3ccc(F)cc3)C2)c(OC)c1 (stereo not given)
#12 O=C(CCNC(=O)N1CC(=O)Nc2ccccc21)Nc1cccc(Cl)c1
#13 CC(=O)/C(C=Nc1noc(C)c1Br)=C(\C)O
#14 Cc1cccc(C(=O)N/N=C/c2ccc(OCC(=O)N3CCCCC3)cc2)c1
#15 COc1ccccc1OCC(O)CN1CCN(C(=O)c2ccccc2)CC1 (stereo not given)
#16 COCCCNC(=O)c1c[nH]c2ccc(S(=O)(=O)N3CCC(C)CC3)cc2c1=O

assay / entry	9	10	11	12	13	14	15	16
VLA-4 inh	2.8	-1.1	7.3	-18.3	1.6	-0.2	0.8	18.6
Fh CTSL1 inh	3.3	-0.6	-2.2	10.2	1.4	-1.5	-2.7	5.1
proCasp3 act	0.9	-0.5	6.5	3.8	-1.2	6.8	3.4	-4.0
GRK2 inh	0.0	1.0	2.0	6.0	1.0	0.0	1.0	2.0
proCasp7 act	5.7	4.0	-0.2	1.0	4.2	-0.7	6.3	1.7
core dimer inh	1.3	-1.9	1.6	-12.6	1.2	5.2	8.7	2.5
PP5 primary	-2.4	-0.4	2.9	-2.7	-1.4	2.1	-0.9	-0.8
PP1 counter	5.7	0.9	-0.6	-7.5	-1.4	0.0	-12.3	0.5
JMJD2C inh	-6.4	-6.8	0.9	1.4	-2.8	6.0	-7.3	-3.7

#17 COc1ccccc1Nc1nn2c(=O)c3ccc(C(=O)NCc4cccnc4)cc3nc2s1
#18 Cc1cc(C(=O)OCC(=O)Nc2cc(C(F)(F)F)ccc2N2CCOCC2)c(C)o1
#19 C/C(CC(=O)Nc1ccccn1)=N\NC(=O)c1cccc(C)c1
#20 COC(=O)C1=C(C)NC(=O)C1(NS(=O)(=O)c1ccc(C)cc1)C(F)(F)F (stereo not given)
#21 Cc1ccc(S(=O)(=O)Cn2nnnc2C(CC(C)C)N2CCN(C3CCCC3)CC2)cc1 (stereo not given)
#22 CSc1nc(C)cc(SCC(=O)Nc2ccccc2)n1
#23 CCOC(=O)N1CCC(N(C(=O)Nc2ccccc2)C(C)CC)CC1 (stereo not given)
#24 COc1cc(/C=N/NC(=O)c2cccc(S(=O)(=O)N3CCCC3)c2)ccc1O

assay / entry	17	18	19	20	21	22	23	24
VLA-4 inh	4.1	2.6	28.5	0.1	11.7	6.2	-1.4	-16.1
Fh CTSL1 inh	1.2	2.1	1.0	-1.1	0.8	-3.4	-0.9	1.8
proCasp3 act	4.9	-2.6	10.7	6.6	6.2	5.8	3.9	9.0
GRK2 inh	0.0	0.0	0.0	4.0	4.0	1.0	0.0	2.0
proCasp7 act	10.2	12.2	4.8	5.1	2.8	5.3	1.6	-4.6
core dimer inh	33.2	3.0	4.4	1.1	-0.2	2.5	-3.2	-3.5
PP5 primary	-1.7	2.7	-1.2	-0.1	-0.5	5.5	-1.0	0.0
PP1 counter	-2.8	-0.4	-4.8	0.5	-3.9	-1.1	-1.0	-4.0
JMJD2C inh	-2.1	-10.2	5.8	35.0	-0.9	-1.2	-0.7	-8.0

#25 CC(=O)c1ccc(OCCCC(=O)N2CCN(S(=O)(=O)c3ccc(C)cc3C)CC2)cc1
#26 COc1ccc(NC(=O)CN(C)C(=O)c2ccc(S(=O)(=O)Nc3ccccc3F)cc2)cc1
#27 Cc1cc(C)n2c(SCc3cccs3)nnc2n1
#28 CCCNC(=O)c1c(CSc2ccccc2)noc1C(=O)NCc1ccccc1
#29 CCCc1cc(=O)n2[nH]c(SCc3ccccc3)nc2n1
#30 CCCCC(=O)Nc1nc(C)c(-c2csc(Nc3ccccc3OC)n2)s1
#31 Cc1nc(Nc2ccc(S(N)(=O)=O)cc2)sc1-c1ccccc1
#32 O=C(NC1CS(=O)(=O)CC1NCc1ccccc1)c1ccccc1 (stereo not given)

assay / entry	25	26	27	28	29	30	31	32
VLA-4 inh	4.1	7.2	-4.3	13.5	37.8	5.3	7.8	-0.9
Fh CTSL1 inh	1.1	1.4	2.6	-1.2	-2.2	-0.2	0.3	0.3
proCasp3 act	-5.0	1.6	-2.6	9.1	2.0	-4.0	-2.6	-4.0
GRK2 inh	0.0	3.0	0.0	4.0	0.0	1.0	1.0	0.0
proCasp7 act	7.8	4.5	-0.2	-6.2	-3.0	-9.6	-3.9	1.2
core dimer inh	-4.2	-4.0	-3.8	-5.0	-3.2	-2.8	-11.4	6.7
PP5 primary	3.8	1.4	-0.7	3.6	-0.5	3.7	6.8	-1.1
PP1 counter	0.2	1.1	-3.6	-0.5	2.6	1.5	-1.5	-0.8
JMJD2C inh	-8.0	1.0	?	1.3	2.2	-0.6	-0.4	7.7

#33 CCN1C(=O)N(c2ccc(Cl)cc2)C(C)=CC1(C)C
#34 NC(=O)c1ccc(NC(=O)COc2cccc3ccccc23)cc1
#35 CC(C)c1nnc(NC(=O)CC(=O)Nc2ccccc2C(=O)O)s1
#36 COc1ccc(C(=O)NC2=Nc3ccccc3N=C(C)C2c2ccccc2)cc1 (stereo not given)
#37 CC(=O)Nc1cccc(OCCCNC(=O)C2CCC2)c1
#38 O=C(NCCC1=CCCCC1)C1CCCN(c2nc3ccccc3o2)C1 (stereo not given)
#39 O=C(OCCc1cc2ccccc2c(=O)o1)N1CCOCC1
#40 C=CCNC(=O)COC(=O)c1ccc(Cl)c(S(=O)(=O)N(Cc2ccccc2)c2ccccc2)c1

assay / entry	33	34	35	36	37	38	39	40
VLA-4 inh	5.8	11.3	16.5	8.7	0.8	1.1	-2.6	-3.7
Fh CTSL1 inh	2.4	-3.4	-2.1	1.9	-2.4	0.3	nt	-1.2
proCasp3 act	-14.1	4.0	0.1	3.2	-9.7	10.7	3.6	-3.6
GRK2 inh	0.0	1.0	3.0	1.0	1.0	1.0	0.0	0.0
proCasp7 act	-3.5	8.5	2.3	3.0	12.1	5.3	-0.8	6.7
core dimer inh	6.5	8.8	-3.2	5.3	3.0	-0.6	nt	0.9
PP5 primary	-5.7	0.8	-2.2	2.1	-1.6	2.8	1.0	3.4
PP1 counter	-0.4	2.7	-5.0	0.6	-8.1	1.8	-0.2	6.1
JMJD2C inh	-10.1	-19.7	-1.7	6.1	8.0	-5.7	-2.8	3.5

Four successive records out of the list so far, quoted:
#37 CC(=O)Nc1cccc(OCCCNC(=O)C2CCC2)c1
#38 O=C(NCCC1=CCCCC1)C1CCCN(c2nc3ccccc3o2)C1 (stereo not given)
#39 O=C(OCCc1cc2ccccc2c(=O)o1)N1CCOCC1
#40 C=CCNC(=O)COC(=O)c1ccc(Cl)c(S(=O)(=O)N(Cc2ccccc2)c2ccccc2)c1

assay / entry	37	38	39	40
VLA-4 inh	0.8	1.1	-2.6	-3.7
Fh CTSL1 inh	-2.4	0.3	nt	-1.2
proCasp3 act	-9.7	10.7	3.6	-3.6
GRK2 inh	1.0	1.0	0.0	0.0
proCasp7 act	12.1	5.3	-0.8	6.7
core dimer inh	3.0	-0.6	nt	0.9
PP5 primary	-1.6	2.8	1.0	3.4
PP1 counter	-8.1	1.8	-0.2	6.1
JMJD2C inh	8.0	-5.7	-2.8	3.5

The list goes on.
#41 FC(F)(F)c1cc(-c2ccco2)nc(N2CCN(Cc3ccccc3)CC2)n1
#42 COc1ccc(C(=O)Nc2ccc(OC)c(OC)c2)cc1
#43 CCOc1ccc(CCNC(=O)COC(=O)CNS(=O)(=O)c2ccc(NC(C)=O)cc2)cc1OCC
#44 C=CCN(C(=O)c1cc(C)cc(C)c1)C1(C(=O)Nc2ccccc2)CCN(C(C)C)CC1

assay / entry	41	42	43	44
VLA-4 inh	3.9	-0.6	0.8	10.8
Fh CTSL1 inh	2.1	1.8	-19.1	3.4
proCasp3 act	1.1	-6.4	7.4	-2.2
GRK2 inh	0.0	2.0	2.0	5.0
proCasp7 act	-2.0	-0.2	-2.5	-7.5
core dimer inh	1.6	1.1	5.4	-1.9
PP5 primary	-1.1	0.8	0.7	-1.2
PP1 counter	-1.7	1.8	-2.2	-0.6
JMJD2C inh	-3.9	-10.8	-8.0	-8.1

In the list so far, 4 have a Cl atom.
#3 O=C(COc1ccc(S(=O)(=O)N2CCOCC2)cc1Cl)NCCN1CCOCC1
#12 O=C(CCNC(=O)N1CC(=O)Nc2ccccc21)Nc1cccc(Cl)c1
#33 CCN1C(=O)N(c2ccc(Cl)cc2)C(C)=CC1(C)C
#40 C=CCNC(=O)COC(=O)c1ccc(Cl)c(S(=O)(=O)N(Cc2ccccc2)c2ccccc2)c1

assay / entry	3	12	33	40
VLA-4 inh	-4.0	-18.3	5.8	-3.7
Fh CTSL1 inh	0.5	10.2	2.4	-1.2
proCasp3 act	2.9	3.8	-14.1	-3.6
GRK2 inh	0.0	6.0	0.0	0.0
proCasp7 act	8.0	1.0	-3.5	6.7
core dimer inh	-4.2	-12.6	6.5	0.9
PP5 primary	2.5	-2.7	-5.7	3.4
PP1 counter	0.6	-7.5	-0.4	6.1
JMJD2C inh	-6.3	1.4	-10.1	3.5
